G9a inh – qHTS Assay for Inhibitors of Histone Lysine Methyltransferase G9a. G9a H3K9 monomethylation, AlphaScreen, 2 h. Potency, µM (highest dose often 102 µM), for the others: at the highest dose activity, negative = inhibition, actives largely listed as inhibitors. 350,000 compounds, 8.8% hits; note: potency is the fitted concentration of half-maximal effect; % is set by controls: 0 for no effect and ±100 for the full control effect; nearly all actives have a fitted effect of over 75% in size
Target sequence (Q96KQ7 913-1193 limits assumed): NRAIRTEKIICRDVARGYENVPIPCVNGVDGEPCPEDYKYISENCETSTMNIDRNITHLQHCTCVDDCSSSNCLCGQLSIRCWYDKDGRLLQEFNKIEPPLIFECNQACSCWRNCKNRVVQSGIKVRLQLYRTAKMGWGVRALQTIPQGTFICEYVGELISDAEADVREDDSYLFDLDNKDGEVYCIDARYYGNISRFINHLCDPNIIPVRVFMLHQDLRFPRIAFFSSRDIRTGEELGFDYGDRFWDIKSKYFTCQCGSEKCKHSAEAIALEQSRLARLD
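Enzyme 20 nM + cpd, 15 min RT; add b-H3K9 pep 500 nM / SAM 20 uM; 2 h RT; anti-H3K9me1 Ab 0.5 ug/mL + SA donor / anti-rabbit acceptor beads 20 ug/mL each, 10 min; AlphaScreen read.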
ERG-DNA inh – qHTS for Small Molecule Inhibitors of the ERG Ets/DNA interaction; AID 624246, 2012; fluorescence polarization, His-ERG Ets domain / labelled DNA; Potency, µM (top dose mostly 76.9 µM), inactives show at the top dose FP activity, negative = inhibition, usual class: inhibitors; Transcriptional regulator ERG (Homo sapiens), P11308; 370,000 compounds, 0.028% hits; active = well fitted inhibition curve with a large enough effect in the polarisation, with a control signal flat; inconclusive = small, poorly fitted or top-dose-only effect, or effect the other way, or a change in a side signal; inactive = no such curve, though single readings can be large or run the other way; the % refers to the polarisation;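 note: polarization taken with two DNA probes labelled with fluorescein and Texas red; potency is the fitted concentration of half-maximal effect; % of control where 0% means no effect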
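His-tagged ERG Ets domain (1 uM in the protein solution; 300mM KCl, 50mM Tris-HCl, 1mM EDTA, 1mM DTT, pH 7.5) received compound, then a probe mix of 5 nM fluorescein-DNA and 100nM Texas-615-DNA. Fluorescence polarization was read for both dyes.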
PI4K2A block – qHTS for small molecular inhibitors of PI4K2A | activity change, negative = inhibition, % at 76.9 µM | AID 1346378, 2018 | purified PI4K2A, ADP-Glo luminescence, 1 h; active compounds read low | 420,000 compounds, 0.13% hits | Phosphatidylinositol 4-kinase type 2-alpha (Homo sapiens), Q9BTU6; in the data active = activity change below about -50%; inconclusive = mostly about -30% to -49%;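 note: -100% = wells without enzyme as full effect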
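In this quantitative HTS, ADP production by PI4K2A was quantified luminescently after 1 h at ambient temperature; 100 microM adenosine served as plate-quality control.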
RGS4 inhibitor – Inhibitors of Regulator of G Protein Signaling (RGS) 4: qHTS | Regulator of G-protein signaling 4 (Homo sapiens), P49798 | Transcreener GDP fluorescence polarization, RGS4-accelerated GTP hydrolysis | Potency, µM (series often up to 114 µM), inactives show top-dose activity change, negative = inhibition, hits mostly inhibitors | 390,000 compounds, 0.039% hits | AID 504845, 2011; note: potency is the fitted concentration of half-maximal effect; % is set by controls: 0 for no effect and ±100 for the full control effect; nearly all actives have a fitted effect of over 75% in size; some results filed as inactive show a strong effect at the top dose
Target sequence (P49798 whole entry, looked up): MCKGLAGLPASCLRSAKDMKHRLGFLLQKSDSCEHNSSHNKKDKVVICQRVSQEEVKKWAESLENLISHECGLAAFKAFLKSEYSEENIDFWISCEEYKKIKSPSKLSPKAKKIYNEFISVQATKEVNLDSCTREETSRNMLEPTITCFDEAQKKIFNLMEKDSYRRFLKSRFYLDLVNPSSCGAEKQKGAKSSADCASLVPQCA
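MLSMR compounds (23 nl, pin-transferred) preincubated 10 min at room temperature with a 500nM (2x) first reagent, then RGS4 at 900nM (2x) plus Transcreener GDP mix added; fluorescence polarization (620/688 nm) read before and after 90 min at 30 °C.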
GLS inh – qHTS for Inhibitors of Glutaminase (GLS). GLS enzymatic activity, qHTS titration. Potency, µM (top dose mostly 45.5 µM), without a hit: at the highest dose activity change, negative = inhibition, most hits filed as inhibitors. 410,000 compounds, 0.21% hits; note: potency is the fitted concentration of half-maximal effect; % is set by controls: 0 for no effect and ±100 for the full control effect
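Human kidney-isoform GLS in 45 mM KH2PO4 pH 8.2, 0.02% Tween-20, with compound, started with 1mM L-Glutamine (added stock). Glutamate oxidase/HRP/Amplex red coupled fluorescence read at start and after 30 min at RT.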
JMJD2A Tudor – qHTS Assay for Inhibitors of JMJD2A-Tudor Domain; Lysine-specific demethylase 4A (Homo sapiens), O75164; AlphaScreen JMJD2A-Tudor / H3K4me3 peptide binding; Potency, µM (top dose mostly 114 µM), for the others: at the highest dose activity change, negative = inhibition, actives largely listed as inhibitors; 390,000 compounds, 4.4% hits; AID 504339, 2011; note: potency is the fitted concentration of half-maximal effect; % is set by controls: 0 for no effect and ±100 for the full control effect; nearly all actives have a fitted effect of over 50% in size
BAZ2B block – qHTS Assay for Inhibitors of BAZ2B. AlphaScreen BAZ2B-H3K14Ac peptide displacement. Potency, µM (top dose mostly 114 µM), for inactives: at the top dose activity change, negative = inhibition, hits mostly inhibitors. 360,000 compounds, 4.4% hits; note: potency is the fitted concentration of half-maximal effect; % is set by controls: 0 for no effect and ±100 for the full control effect; nearly all actives have a fitted effect of over 60% in size
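Complex of BAZ2B and biotin-H3K14Ac (50 nM apiece) forms over 30 min at RT, then faces library compounds up to 110 uM for another 30 min; AlphaScreen beads added, 20 min dark incubation, luminescence read.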
HP1b chromo inh – HTS for Inhibitors of HP1-beta Chromodomain Interactions with Methylated Histone Tails | AlphaScreen HP1-beta / biotin-H3K9me3 peptide binding | AID 540317, 2011 | 390,000 compounds, 0.56% hits | Potency, µM (doses to about 114 µM), without a hit: at the highest dose activity change, negative = inhibition, hits mostly inhibitors; note: potency is the fitted concentration of half-maximal effect; nearly all actives have a fitted effect of over 70% in size; inactives centre near 23
Target sequence (P83916 whole entry, looked up): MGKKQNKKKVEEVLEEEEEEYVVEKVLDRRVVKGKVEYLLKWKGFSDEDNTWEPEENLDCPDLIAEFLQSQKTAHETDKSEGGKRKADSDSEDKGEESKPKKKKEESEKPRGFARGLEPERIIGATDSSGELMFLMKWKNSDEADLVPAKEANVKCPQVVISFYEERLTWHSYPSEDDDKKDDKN
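Compound inhibition of the preformed complex between 50 nM HP1-beta and 50 nM biotinylated H3K9me3 peptide was read by AlphaScreen. Buffer was PBS pH 7.4 with 0.01% Tween-20. Incubations ran 30 min at room temperature, with 10 ug/mL donor/acceptor beads.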
12-LOX inh – Primary qHTS assay for inhibitors of human arachidonate 12S-lipoxygenase (ALOX12): Round 2; Potency, µM (titrated, usually from 108 µM), inactives show at the top dose activity change, negative = inhibition, usual class: inhibitors; purified 12hLO, xylenol orange hydroperoxide absorbance; 580,000 compounds, 1.1% hits; AID 1671190, 2021; note: potency is the fitted concentration of half-maximal effect; % is set by controls: 0 for no effect and ±100 for the full control effect
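Purified human 12hLO at 150 nM in 25 mM Hepes, 0.01% Triton X-100, pH 7.0, preincubated 15 min at room temperature with compound. Reaction started with 40 uM arachidonic acid, 30 min at room temperature. Hydroperoxide measured by Fe-xylenol orange, 573/405 nm absorbance ratio.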
The depositor's hits bear a star; ? = inconclusive; · = no result given; [ ] = remark or other dose. Unless noted, calls come from the whole dose curve; as a rule, active = well fitted curve in the direction sought with a large enough effect; inconclusive = small, poorly fitted or top-dose-only effect, or another doubt; inactive = no such curve, though single readings can be large; an effect the other way counts as inactive or inconclusive. The list is partial; rates above refer to the full screens.

G9a inh,ERG-DNA inh,PI4K2A block,RGS4 inhibitor,GLS inh,JMJD2A Tudor,BAZ2B block,HP1b chromo inh,12-LOX inh,compound
28%,9%,3,28%,1%,-11%,0%,25%,-1%,CCC1(C)Cc2nc3[nH]c(=S)n(-c4ccccc4)c(=O)c3cc2CO1 (stereo not drawn)
3%[59 µM],9%,-1,-38%,0%,?,-3%,-10%,47%,CCn1nnnc1SCC(=O)N1CCCc2ccccc21
-3%,4%,-2,25%,11%,?,-18%,13%,-3%,O=C(CN1CCOCC1)N/N=C/C=C/c1ccccc1
16µM*,7%,-1,7%,-18%,11µM*,13µM*,20µM*,?,COc1cc(/C=C(\C#N)c2nc3ccccc3s2)cc([N+](=O)[O-])c1O
0.89µM*,-13%,-1,-19%,2%,-17%,-8%,18%,169%[activator],Cc1ccc(C2=NN(C(=O)CSc3nnnn3C)C(c3ccco3)C2)cc1 (stereo not drawn)
5%[59 µM],-5%,2,19%,-1%,1%,31%[activator],31%,·,CCOC(=O)N1CCC(NC(=O)CCc2nc(-c3ccc(C)cc3)no2)CC1
-14%,0%,-1,-9%,10%,-13%,-6%,2%,-7%,COc1cc(NS(=O)(=O)c2ccc(NC(=O)/C=C/c3cccc([N+](=O)[O-])c3)cc2)ncn1
-3%[59 µM],8%,3,-2%,38%,1%,?,15%,?,O=C1NC2(CCCCC2)NN1c1ccccc1
-48%[59 µM],-7%,-7,6%,27%,?,-39%,?,10%,COc1cccc(-c2nc(N3CCN(c4ccccc4)CC3)c3ccccc3n2)c1O
?,-4%,-3,7%,0%,-12%,6%,22%,?,CCOCCCNC(=O)C(NC(=O)c1cnccn1)c1ccc(OC)cc1 (stereo not drawn)
10%,5%,0,1%,6%,-1%,2%,29%,46%[activator],CCCn1c(N2CCN(C(=O)Nc3ccccc3)CC2)nc2ccccc21
-15%[59 µM],-6%,5,-3%,16%,-26%,?,13%,-16%,COc1cc(C(c2nnnn2C2CCCC2)N2CCN(C)CC2)cc(OC)c1OC (stereo not drawn)
5%,16%,2,-25%,4%,-8%,-1%,-12%,8%,Cc1ccc(C)c(NC(=S)NC(NC(=O)/C=C/c2ccccc2)C(Cl)(Cl)Cl)c1 (stereo not drawn)
40µM*,-2%,1,-30%,10%,-10%,-7%,21%,-11%,COc1cc(OC)cc(C(=O)NNC(=S)Nc2ccccc2OC)c1
35µM*,-9%,11,?,6%,-8%,-3%,-13%,11%,CC(=O)c1ccc(-n2nnnc2SCC(=O)NC2CCCCC2)cc1
-4%[59 µM],-6%,5,-27%,-9%,-5%,-6%,21%,5%,COc1ccc([N+](=O)[O-])cc1NC(=O)c1ccc(N(Cc2ccccc2C)S(C)(=O)=O)cc1
11%,14%,5,19%,8%,-11%,20%,14%,?,COc1ccc(Cl)cc1C(=O)Nc1nnn(C)n1
-1%[59 µM],-3%,-2,22%,0%,-1%,3%,31%,-15%,CCc1ccc(NC(=O)Cn2c(=O)n(CCCCC(=O)NCc3ccccc3Cl)c(=O)c3ccccc32)cc1
-7%[2.33 µM],3%,-13,5%,8%,?,-35%,-27%,-18%,Cc1cc(C)n(-c2ccc(C(=O)Nc3ccc(S(=O)(=O)NCc4ccco4)cc3)cc2)n1
20%,-1%,-4,8%,0%,8%,2%,44%[activator],294%[activator],O=S(=O)(NCc1csc(-c2cccs2)n1)c1ccc(Cl)cc1
2%[12.7 µM],-5%,2,-6%,-2%,-18%,-4%,4%,-25%,Nc1nc(NCc2ccccc2)nc(Nc2cccc(F)c2)c1[N+](=O)[O-]
1%,7%,-1,6%,4%,-20%,-21%,24%,19%,COCCNC(=O)c1cccc(OC2CCN(Cc3cccc(SC)c3)CC2)c1
-11%[0.0925 µM],-2%,-2,0%,0%,-8%,-2%,38%,-6%,Cc1cnc(NC(=O)C2(c3ccccc3)CC2)s1
-43%[2.33 µM],4%,5,6%,-1%,-19%,12%,-3%,-12%,Cc1c(C(=O)NCCCN2CCCC2=O)oc2ccc(S(=O)(=O)N3CCOCC3)cc12
2%,5%,3,12%,1%,-19%,-2%,-1%,12%,C=CCOc1ccc(/C=C/C(=O)OCC(=O)N(C)CC(=O)Nc2ccc(F)cc2)cc1
78%[activator],2%,-3,-19%,10%,75%[activator],54%[activator],99%,-2%,Cc1ccc(CNc2ncccc2-c2nc3cc(Cl)ccc3o2)cc1
-28%,-5%,4,2%,9%,-15%,-4%,42%[activator],40µM*,O=C1NN=C(c2ccc(Br)cc2)CC1c1ccc(Cl)cc1 (stereo not drawn)
0%[2.33 µM],-1%,0,-2%,3%,-10%,-18%,35%,0%,O=C(COC(=O)/C=C/c1ccccc1)NC1CC1
33%,-2%,3,-11%,-12%,3%,4%,33%,7%,COc1ccc(C(=O)NCCCN2CCOCC2)cc1
-4%,-8%,2,2%,-4%,-11%,-9%,24%,5%,Cc1ccc(CNc2nc(N)c([N+](=O)[O-])c(NCCO)n2)cc1
?,2%,4,-24%,1%,-12%,-21%,31%[activator],?,CC(C)Cc1nnc(NC(=O)CSc2nc(=O)cc(N)n2-c2ccccc2)s1
1%[59 µM],11%,-7,-43%,-1%,-15%,9%,15%,-12%,O=C(NC1CCCC1)C(c1cccs1)N(C(=O)c1ccco1)c1ccc2c(c1)OCO2 (stereo not drawn)
?,11%,3,-20%,-1%,-11%,-2%,35%,-24%,Cc1nc2sc(C(c3ccco3)N3CCC(C)CC3)c(O)n2n1 (stereo not drawn)
4%,-5%,1,-14%,-9%,-22%,0%,16%,0%,CCCn1c(SCCC(=O)O)nc2ccccc21
-34%[12.7 µM],6%,-2,1%,-2%,-11%,-6%,34%,9%,CCn1cc(S(=O)(=O)CC(=O)N2CCc3ccccc32)c2ccccc21
13%[59 µM],10%,0,1%,4%,1%,-32%,48%[activator],0%,NNC(=O)c1ccc(COc2ccccc2)cc1

Reformatted with tabs: part of the list above.
Compound	G9a inh	ERG-DNA inh	PI4K2A block	RGS4 inhibitor	GLS inh	JMJD2A Tudor	BAZ2B block	HP1b chromo inh	12-LOX inh
Cc1c(C(=O)NCCCN2CCCC2=O)oc2ccc(S(=O)(=O)N3CCOCC3)cc12	-43%[2.33 µM]	4%	5	6%	-1%	-19%	12%	-3%	-12%
C=CCOc1ccc(/C=C/C(=O)OCC(=O)N(C)CC(=O)Nc2ccc(F)cc2)cc1	2%	5%	3	12%	1%	-19%	-2%	-1%	12%
Cc1ccc(CNc2ncccc2-c2nc3cc(Cl)ccc3o2)cc1	78%[activator]	2%	-3	-19%	10%	75%[activator]	54%[activator]	99%	-2%
O=C1NN=C(c2ccc(Br)cc2)CC1c1ccc(Cl)cc1 (stereo not drawn)	-28%	-5%	4	2%	9%	-15%	-4%	42%[activator]	40µM*
O=C(COC(=O)/C=C/c1ccccc1)NC1CC1	0%[2.33 µM]	-1%	0	-2%	3%	-10%	-18%	35%	0%
COc1ccc(C(=O)NCCCN2CCOCC2)cc1	33%	-2%	3	-11%	-12%	3%	4%	33%	7%
Cc1ccc(CNc2nc(N)c([N+](=O)[O-])c(NCCO)n2)cc1	-4%	-8%	2	2%	-4%	-11%	-9%	24%	5%
CC(C)Cc1nnc(NC(=O)CSc2nc(=O)cc(N)n2-c2ccccc2)s1	?	2%	4	-24%	1%	-12%	-21%	31%[activator]	?
O=C(NC1CCCC1)C(c1cccs1)N(C(=O)c1ccco1)c1ccc2c(c1)OCO2 (stereo not drawn)	1%[59 µM]	11%	-7	-43%	-1%	-15%	9%	15%	-12%
Cc1nc2sc(C(c3ccco3)N3CCC(C)CC3)c(O)n2n1 (stereo not drawn)	?	11%	3	-20%	-1%	-11%	-2%	35%	-24%
